Screening data: PubChem BioAssay, several laboratories
Fam108B counter: mouse Fam108B serine hydrolase inhibitors, primary screen, counter-screen for RBBP9 inhibitor project, biochemical, fluorescence polarization; recombinant Fam108B, FP-Rh probe fluorescence polarization; inhibition, % at 9.51 µM; 0.33% of 300,000 active; AID 1947, 2009;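 active = inhibition above the screen mean inhibition plus 3 SD, computed separately per campaign, cut at about 18% in these data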;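 note: inhibitors lower polarization as less probe binds the enzyme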
Efflux pump mplx: inhibitors of Candida efflux pumps in yeast, primary screen, S. cerevisiae, Nile Red, multiplex. S. cerevisiae Candida pump triplex. inhibition, % at 10 µM. 0.44% of 330,000 active;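 active = plate passing quality check with inhibition over a set limit, or well fluorescence over plate mean plus 4 SD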;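 note: Nile Red retained in pooled yeast measured as flow cytometry median fluorescence; 0% = buffer negative control and 100% = Enniatin B positive control; higher means more Nile Red kept so more efflux inhibition; some compounds called inactive have numbers as strong as hits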
GRK2 inh: compounds blocking aptamer binding on GRK2 – biochemical, human GRK2, bead flow cytometry, HTS, primary screen. Beta-adrenergic receptor kinase 1 (Homo sapiens), P25098. FAM-aptamer displacement from GRK2. inhibition of aptamer binding, % at 10 µM. 0.59% of 330,000 active. AID 488847, 2010;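 active = inhibition of aptamer binding above 40%, roughly 3 SD of noise, on plates passing a quality check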;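 note: median bead fluorescence of bound FAM aptamer so fluorescent compounds give negative values; no value below 0 was filed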
MCL1 BIM primary: inhibitors of MCL1 binding to BIM-BH3, primary screen, biochemical, fluorescence polarization | 0.68% of 320,000 active | AID 2057, 2009 | GST-MCL1 / FITC-Bim-BH3 fluorescence polarization | Induced myeloid leukemia cell differentiation protein Mcl-1 (Homo sapiens), Q07820 | inhibition, % at 10.9 µM;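 active = inhibition above the mean inhibition of all tested compounds plus 3 SD, set per campaign, cut at about 40% in these data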;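 note: 0% = DMSO wells and 100% = unlabeled Bim-BH3 peptide control; higher means more loss of mP so more displacement of Bim peptide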
MEX-5 binding: MEX-5 zinc finger RNA-binding disruptors – biochemical, C. elegans, fluorescence polarization, MLPCN library, primary screen; Zinc finger protein mex-5 (Caenorhabditis elegans), Q9XUB2; MEX-5/FITC-TCR2 RNA binding; stronger effect = lower value; activity score (negative = inhibition of binding), % at 10 µM; 0.38% of 300,000 active; AID 1832, 2009;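 active = inhibition past about -25% in most replicates, and total fluorescence under double the plate's negative control median, limit read from the data; inconclusive = replicates evenly split on the limit, or fluorescence at least double controls; inactive = too little inhibition in most replicates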;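 note: 0% = DMSO and -100% = 5 µM competing unlabeled TCR2 RNA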
PME-1 inh: PME-1 inhibitors via competitive probe labeling, primary screen, biochemical, fluorescence polarization, FP-Rh probe, HTS. Protein phosphatase methylesterase 1 (Homo sapiens), Q9Y570. recombinant PME-1. inhibition, % at 5.9 µM. 0.53% of 320,000 active;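 active = inhibition above the campaign mean of all compounds plus 3 SD, cut at about 26% in these data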;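 note: competitive labeling of PME-1 active site by serine hydrolase directed probe; 0% = PME-1 with DMSO and 100% = wells lacking PME-1 enzyme; inhibitors block probe labeling so polarization falls and inhibition rises; many of its hits are not listed in these tables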
Target sequence (Q9Y570 whole entry, looked up): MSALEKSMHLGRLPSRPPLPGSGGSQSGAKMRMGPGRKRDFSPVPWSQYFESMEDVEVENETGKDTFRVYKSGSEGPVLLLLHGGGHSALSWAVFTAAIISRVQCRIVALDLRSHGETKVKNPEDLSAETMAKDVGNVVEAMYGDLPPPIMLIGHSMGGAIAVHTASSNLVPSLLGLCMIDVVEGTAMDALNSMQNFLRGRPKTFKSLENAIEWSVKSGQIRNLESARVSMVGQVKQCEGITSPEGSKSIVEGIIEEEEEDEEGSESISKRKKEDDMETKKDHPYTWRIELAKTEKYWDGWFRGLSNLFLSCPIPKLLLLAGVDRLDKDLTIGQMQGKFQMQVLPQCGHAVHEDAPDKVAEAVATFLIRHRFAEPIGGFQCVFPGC
Bcl-xL primary: inhibitors of human Bcl-xL, primary screen, biochemical, fluorescence polarization, HTS; Bcl-2-like protein 1 (Homo sapiens), Q07817; GST-Bcl-xL / FITC-Bim BH3 peptide fluorescence polarization; inhibition, % at 10.9 µM; 0.7% of 320,000 active; AID 2129, 2009;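 active = inhibition above the mean of all tested compounds plus 3 SD, cutoff set per campaign, cut at about 30% in these data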;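 note: 0% = DMSO wells and 100% = unlabeled Bim-BH3 peptide competitor; inhibitors lower millipolarization by displacing the labeled peptide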
Target sequence (Q07817 whole entry, looked up): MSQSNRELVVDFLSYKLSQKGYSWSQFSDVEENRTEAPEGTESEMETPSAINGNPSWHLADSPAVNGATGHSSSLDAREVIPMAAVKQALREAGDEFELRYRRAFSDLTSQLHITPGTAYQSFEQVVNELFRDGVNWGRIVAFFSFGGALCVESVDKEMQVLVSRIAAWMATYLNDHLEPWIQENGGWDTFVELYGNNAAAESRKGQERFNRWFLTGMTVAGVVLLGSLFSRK
VLA-4 inh: inhibition in human VLA-4 binding assay, primary screen, VLA-4 allosteric modulator project, MLPCN library, flow cytometry, VLA-4 expressing cells; inhibition, % (about 7 µM as worked out from the volumes in the protocol); 0.2% of 330,000 active; ligand binding flow cytometry; in the data active = inhibition above about 50%
GLD-1 TGE inh: GLD-1/TGE RNA complex disruptors, primary screen, biochemical, fluorescence polarization | Female germline-specific tumor suppressor gld-1 (Caenorhabditis elegans), Q17339 | purified GLD-1 + fluorescein TGE RNA | inhibition, % at 5.96 µM | 0.44% of 320,000 active | AID 2280, 2010;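 active = percent inhibition above a per-plate cutoff, the plate mean of test compounds plus 3 SD, cut at about 30% in these data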;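 note: 0% = DMSO wells with GLD-1 and probe and 100% = wells lacking GLD-1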
Target sequence (Q17339 whole entry, looked up): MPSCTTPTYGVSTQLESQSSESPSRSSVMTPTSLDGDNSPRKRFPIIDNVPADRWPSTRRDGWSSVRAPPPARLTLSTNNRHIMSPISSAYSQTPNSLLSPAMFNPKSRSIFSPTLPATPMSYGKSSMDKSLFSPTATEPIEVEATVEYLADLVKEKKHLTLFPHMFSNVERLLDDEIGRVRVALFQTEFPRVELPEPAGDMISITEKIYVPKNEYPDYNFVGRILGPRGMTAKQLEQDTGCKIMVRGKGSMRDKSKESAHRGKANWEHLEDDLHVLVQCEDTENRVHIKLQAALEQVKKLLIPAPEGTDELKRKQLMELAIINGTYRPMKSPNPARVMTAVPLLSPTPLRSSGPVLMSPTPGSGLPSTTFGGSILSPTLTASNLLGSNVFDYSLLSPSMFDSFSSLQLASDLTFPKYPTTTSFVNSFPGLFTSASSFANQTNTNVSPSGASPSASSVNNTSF
* marks the source's active call; other numbers are inactive results; ? = inconclusive; · = not tested or not shown. These rows are one share of the data; the hit share may differ from the screen's.

Values run as follows: Fam108B counter	Efflux pump mplx	GRK2 inh	MCL1 BIM primary	MEX-5 binding	PME-1 inh	Bcl-xL primary	VLA-4 inh	GLD-1 TGE inh
> Cc1ccc(CNc2nc(C)cs2)cc1
  -2	-0.3	1	-1	-0.6	-4	2	-8	5
> COc1ccc(CN(C(=O)c2nsc(Cl)c2Cl)C(C(=O)NC2CCCC2)c2ccc(OC)cc2)cc1 (stereo unspecified)
  -3	0.8	0	-8	0.9	-4	1	-1	-3
> CCOCCCNC(=O)CCn1ccc2cc(S(=O)(=O)N3CCCC3)ccc21
  2	0.1	6	-3	3.1	-2	5	6	5
> COC(=O)c1cn(C(=O)c2ccccc2F)nc1N
  -5	0.7	0	-3	3.5	-3	-2	11	9
> CC(C)(C)c1cc(N)n(-c2ccc(C(=O)O)cc2)n1
  -2	0.0	2	-7	-1.7	-6	-1	6	0
> O=C(COC(=O)c1cc([N+](=O)[O-])ccc1N1CCOCC1)Nc1ccc(Cl)cc1
  0	0.0	2	-11	-3.2	-1	-7	-17	10
> CCn1c(SCc2ccc(F)cc2)nnc1C1CCN(S(=O)(=O)c2ccc(OC)cc2)CC1
  5	0.0	0	3	-0.9	-1	3	-11	2
> CC(C)(C)NC(=O)C(=O)NNC(=O)COc1ccccc1
  -3	28*	4	-1	1.6	4	-8	3	6
> COc1ccc(C2=NOC(C(=O)NCC(C)C)C2)cc1 (stereo unspecified)
  4	0.1	2	-1	-1.0	2	-4	19	-3
> CC1CCN(Cc2c(C(=O)N/N=C/c3cc(Br)ccc3O)nnn2-c2nonc2N)CC1
  -11	0.5	0	13	2.3	-1	1	13	3
> Cc1cc(S(=O)(=O)NCCCN2CCOCC2)ccc1F
  3	-0.1	1	5	0.4	-17	3	-1	6
> Cc1nc2ccccn2c1C(=O)NN
  -1	0.1	0	10	·	0	3	36	6
> COC(=O)c1c(NC(=O)CN2CCN(S(=O)(=O)c3ccccc3)CC2)sc2c1CCC(C)C2 (stereo unspecified)
  3	-1.7	1	-8	-2.0	4	-13	7	4
> COc1cccc(-c2cc(C(=O)Nc3cccc(O)c3)no2)c1
  -7	-0.2	1	-1	-4.3	-32	-2	5	3
> O=C(C1CCN(S(=O)(=O)c2cccnc2)CC1)N1CCN(C2CCCC2)CC1
  8	0.1	0	6	3.2	-1	4	0	-7
> O=C(CN1C(=O)c2ccccc2C1=O)N1CCN(C(=O)c2ccco2)CC1
  2	-0.1	0	5	1.6	-4	0	·	0
> CC(=O)c1cccc(NC(=O)c2ccc3c(Cl)c4c(nc3c2)CCCC4)c1
  -8	0.1	0	8	-1.8	-34	5	15	7
> CC(=O)c1sc(Nc2cccc(C)c2)nc1C
  -3	0.1	4	-7	-0.5	-6	3	-7	0
> CCN(CC)C(=O)c1oc2ccc(S(=O)(=O)N3CCCCCC3)cc2c1C
  -1	0.0	8	-1	-1.8	-7	7	-8	-2
> CCNc1nc(NC(C)CC)nc(Oc2ccc(OCC)nn2)n1 (stereo unspecified)
  3	-0.1	0	9	0.4	-1	8	2	4
> COc1cccc(-n2c(SCC(=O)O)nnc2-c2cccnc2)c1
  9	0.0	62*	12	-3.2	0	11	-1	5
> Cc1cc(Cl)cc(Cl)c1OCCOc1cccc2cccnc12
  -3	0.1	2	3	1.3	3	10	-11	-3
> O=C(CSc1nnc(Nc2ccccc2F)s1)c1cc2ccccc2o1
  -3	0.0	0	-32	2.5	-18	-8	5	-33
> Nc1ncc2c(n1)CCN(c1ccc([N+](=O)[O-])cc1)C2
  1	-0.9	0	0	0.7	5	5	-1	0
> N#Cc1cc([N+](=O)[O-])ccc1NCCN1CCOCC1
  -5	0.0	0	-1	-1.1	0	4	10	-1
> CCN(CC)C(=O)COC(=O)C1CCN(S(=O)(=O)c2ccc3c(c2)OCCO3)CC1
  ·	0.0	0	-9	·	9	-1	13	6
> Nc1c(C(=O)Nc2ccccc2F)sc2nc(Cc3ccccc3)cc(C(F)(F)F)c12
  -1	-0.2	1	1	?	-1	0	-19	1
> O=C(c1c[nH]c2ccc(S(=O)(=O)N3CCOCC3)cc2c1=O)N1CCCC1
  -2	0.0	9	2	0.5	-2	-3	11	5
> Cc1ccc(N(C(=O)c2csnn2)C(C(=O)NCc2ccccc2)c2ccccn2)cc1 (stereo unspecified)
  0	0.1	0	-4	0.0	1	1	5	-1
> O=c1c2ccccc2cnn1CCOc1ccccc1
  4	0.2	0	-2	0.1	-2	6	9	-4
> COc1cc(/C=C/C(=O)OCC(=O)Nc2nnc(-c3ccccc3)o2)cc(OC)c1OC
  0	0.0	1	7	-0.8	-5	10	16	2
> COc1cccc(C(C2=C(O)CC(C)(C)CC2=O)C2C(=O)CC(C)(C)CC2=O)c1 (stereo unspecified)
  7	0.0	0	1	-0.4	-3	4	-9	-1
> CCOC(=O)c1cnc2c(C)c(Cl)ccc2c1N1CCOCC1
  2	0.0	0	8	1.9	-1	9	-8	11
> O=C(CCn1nnc2ccccc21)OCC(=O)c1ccc([N+](=O)[O-])cc1
  0	-0.3	1	-1	1.6	-2	0	2	5
> CCOC(=O)C(C)(C)Oc1cccc2c1S(=O)(=O)c1ccccc1-2
  0	0.1	1	3	-1.4	2	4	1	-1
> Cc1nc2ccccc2c(=O)n1NC(=O)c1ccccc1F
  3	0.0	0	4	-1.3	2	6	-17	-7
> CCCn1c(C(C)C)n[nH]c1=S
  1	0.2	0	-6	1.2	0	-11	-2	-7
> CCSc1nnc(C)c2ccccc12
  2	0.0	4	1	-2.1	-3	0	15	1
> CCCN1Cc2cccc(C(=O)Nc3ccc4c(c3)OCO4)c2C1=O
  -2	-0.1	3	6	-2.1	7	-4	-8	2
> O=C(COC(=O)c1ccc(S(=O)(=O)Nc2ccccc2)cc1)NC1CCCC1
  1	0.1	4	2	-2.0	2	0	4	-12
> COc1ccc(NC(=S)N2CCN(c3ccccn3)CC2)cc1
  1	-0.1	0	11	-0.2	7	4	15	5
> O=C(CN(C(=O)CCC(=O)Nc1ccccn1)c1ccc(F)cc1)NCc1ccc(F)cc1
  -5	0.0	1	-8	-0.2	-4	-2	9	1
> Cc1noc(C)c1CSc1nc2ccccc2n1CCc1ccccc1
  -7	0.3	1	-8	-0.9	0	-8	-6	8
> CS(=O)(=O)N(CC(=O)Nc1ccc(S(=O)(=O)N2CCOCC2)cc1)c1ccccc1Cl
  3	0.0	5	1	-1.0	-5	2	-4	0
> Cc1ccccc1N(Cc1cc(=O)[nH]c2ccccc12)C(=O)C(C)C
  2	0.0	2	6	1.0	-8	3	-3	5
> Cc1c(Cl)cccc1NC(=O)CCN1CCCCC1
  -4	0.5	2	1	3.8	0	2	14	0
> COc1ccc(-c2cc(C(=O)N3CCCCCC3)no2)cc1
  -3	0.1	1	3	0.5	1	2	13	8
> O=C(CSc1nc2ccccc2c(=O)[nH]1)NCc1ccc(Cl)cc1
  -2	-0.1	1	-10	-0.2	-3	-2	3	4
> O=c1c2ccccc2cnn1Cc1n[nH]c(=S)n1-c1ccccc1
  3	0.1	1	-4	0.4	2	-4	20	2
> Cc1ccc(S(=O)(=O)N2CCN(S(=O)(=O)N3CCOCC3)CC2)c(C)c1
  -2	-0.1	0	-2	-0.1	-6	1	-1	3
> OC(CSc1ccc(F)cc1)CN1CCN(c2ccccc2)CC1 (stereo unspecified)
  3	0.0	1	-2	-0.3	0	0	0	-10
> COc1ccc(S(=O)(=O)N2CCCC2C(=O)NCc2cccs2)cc1 (stereo unspecified)
  -7	0.0	0	3	-0.2	1	1	-3	-1
> Cc1cc(OCC(=O)N2CCN(c3ccccn3)CC2)c(C)cc1Br
  5	-0.3	1	4	0.0	1	5	-15	4
> C#CCOCCOCCOCCNc1nc(N2CCN(C(=O)[C@H]([C@@H](C)CC)n3cc(CCCN=C(N)N)nn3)CC2)nc(N2CCN(C(=O)[C@H](CCCCN)n3cc(CC(C)O)nn3)CC2)n1 (stereo partly specified)
  -2	-0.1	0	10	·	-7	7	-7	2
> Clc1cccc(-c2nc(NCC3CCCO3)c3ccccc3n2)c1 (stereo unspecified)
  -4	0.1	0	-6	1.8	-14	0	12	3
> Cn1c(-c2cc3c(C(F)(F)F)nn(C)c3s2)n[nH]c1=S
  3	-0.1	0	-19	1.5	6	-31	-2	4
> CCCCOC(=O)CCc1n[nH]c(=O)[nH]c1=O
  2	-0.2	1	10	1.2	3	5	17	0
> Cc1ccccc1N1CCN(S(=O)(=O)c2nnc(NC(=O)c3ccc(F)cc3)s2)CC1
  -5	0.2	4	0	2.0	2	-7	8	3
> Fc1cccc(Cc2noc(CN3CCN(c4cnccn4)CC3)n2)c1
  5	-0.1	1	-1	1.5	1	0	-3	2
> O=C(CCCn1c(=S)[nH]c2ccc(Br)cc2c1=O)N1CCN(c2ccccn2)CC1
  -5	0.0	0	1	0.3	0	3	4	10

Further compounds
Values run as follows: Fam108B counter	Efflux pump mplx	GRK2 inh	MCL1 BIM primary	MEX-5 binding	PME-1 inh	Bcl-xL primary	VLA-4 inh	GLD-1 TGE inh
> CCO[C@@H]1OC(C(=O)N2CCOCC2)=C[C@H](c2coc3ccccc3c2=O)[C@H]1CCCO
  -2	-0.1	0	-5	0.4	1	0	31	7
> CCOCCCNCc1ccc(OCc2ccccc2Cl)cc1
  1	-0.1	0	4	-0.8	0	1	12	5
> O=C(CCc1ccccc1)OCC(=O)c1cccc([N+](=O)[O-])c1
  -1	0.0	2	4	0.5	-2	8	11	9
> O=C(O)CCc1nnc(SCC(=O)Nc2cccc(C(F)(F)F)c2)[nH]c1=O
  0	0.0	0	6	3.8	2	4	-4	4
> CCn1c(=O)n(CC)c2cc(N3CCCC3)c(NC(=O)c3ccc(OC)c(Br)c3)cc21
  -2	0.9	0	3	-1.7	8	1	12	-11
> CCOC(=O)c1cc(C)n(S(=O)(=O)c2ccc(C)cc2)c1C
  3	0.0	0	-2	0.8	-1	0	14	2
> CCOC(=O)C(CSCC(=O)c1ccc(Cl)cc1)NC(=O)OC(C)(C)C (stereo unspecified)
  4	0.1	0	-5	1.9	-1	0	16	-7
> Cc1cccnc1NC(=O)C1CCN(S(=O)(=O)c2cccs2)CC1
  5	0.0	3	0	-0.8	5	-1	6	7
> COc1ccccc1CNS(=O)(=O)c1c(C)[nH]c(C)c1C(=O)N1CCCC1
  2	-0.1	0	1	-3.3	-2	7	29	4
> CC(C(=O)c1ccc(-c2ccccc2)cc1)[n+]1cccc(NC(=O)c2ccccc2)c1 (stereo unspecified)
  -1	-0.1	0	5	0.4	-2	5	2	-9
> N/C(=N\OC(=O)c1ccc(Cl)cc1)c1ccc(Cl)cc1
  -2	0.0	1	3	3.6	-10	-3	9	4
> CCc1nc2ccccc2c2nc3ccccc3n12
  -3	0.1	2	0	-1.6	-1	4	11	-13
